Cav32 inh: inhibitors of human Cav3.2 T-type calcium channel; Cav3.2-expressing cells, Fluo-4 calcium fluorescence FDSS; stronger effect = lower value; B-score at 10 µM; actives 4% (n = 100,000);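 active = single-dose well whose peak fluorescence ratio is a statistical outlier from its plate by either plate-standardised score or position-corrected B-score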
Starred values were filed as active, the others as inactive.

mol | Cav32 inh
CCCOc1ccc(C2=NNC(c3cccs3)=Nc3ccc(OC)cc32)cc1 | -4.5
Cc1ccc(C(=O)Nc2cccc(C(F)(F)F)c2)cc1Nc1ncnc2nc[nH]c12 | 0.04
Cc1ccc(CN2C(=O)C(C)(C)Oc3ccc(C(=O)N4CCCCC4)cc32)cc1 | -5.2*
O=C1C2=C(NC(=S)NC2c2ccc(Cl)cc2)NC(c2ccc(Cl)cc2)N1c1ccc(Cl)cc1 (stereo not given) | 0.71
CCN(CC)S(=O)(=O)c1cc(C(=O)OC)ccc1Cl | -0.12
CCN(CC)c1ccc2cc(NC(=O)CCC(=O)O)c(=O)oc2c1 | -3.1
CCCn1c(=O)c(-c2ccccc2)c(O)c2ccccc21 | 1.1
COc1cccc(NC(=O)CCC(=O)NCc2ccco2)c1 | 0.48
Cc1noc(C)c1S(=O)(=O)N1CCC(C(=O)N2CCC(C)CC2)CC1 | -1.4
COc1ccccc1NC(NC(=O)c1ccco1)C(=O)c1ccccc1 (stereo not given) | 0.13
FC(F)(F)c1ccc(Sc2nnc(-c3cccs3)n2CC2CCCO2)nc1 (stereo not given) | 0.2
O=C1Nc2ccc(S(=O)(=O)N3CCCCCC3)c3cccc1c23 | -1.9
Cc1ccccc1N1C(=O)CC(N2CCC(C(N)=O)CC2)C1=O (stereo not given) | 0.73
COc1ccc(CNc2nc3c(c(=O)n(Cc4ccc(Br)cc4)c(=O)n3C)n2C)cc1 | -2.1
O=[N+]([O-])c1ccc(Sc2ccc(Cl)c(Cl)c2)nc1 | -0.2
CSc1nc2cc(Oc3cccc(Cl)c3Cl)c(Cl)cc2[nH]1 | -0.31
Cc1nn(C)cc1C=NCCOCc1ccccc1 | 0.33
O=C(O)c1cccc(NCc2cccnc2)c1 | 0.16
O=C(CCCO)c1ccc2c(c1)OCCO2 | 0.2
CCN1CCN(c2nc3c(c(=O)[nH]c(=O)n3C)n2CCCSc2ncccn2)CC1 | -0.033
O=C(Nc1ccc(OC(=O)c2cccs2)cc1)c1ccco1 | -0.14
COc1cccc(C2NC(=O)NC(C)=C2C(=O)Nc2cccc(C)c2C)c1 (stereo not given) | -0.36
Cc1ccc(C(=O)C2C(c3cccs3)NC(=O)NC2(O)C(F)(F)F)cc1 (stereo not given) | 0.12
COCCNC(=O)C(c1cccc(OC)c1)N(C(=O)Cn1nnc2ccccc21)c1cccnc1 (stereo not given) | 0.57
Cc1ccc(N(CC(=O)Nc2ccc(-c3nc4ccc(C)cc4s3)cc2)S(C)(=O)=O)cc1 | 0.2
CCn1c(C(C)NC(=O)Cc2ccccc2)nc2ccccc21 (stereo not given) | 0.63
C=CCc1c(C)nc(SC)nc1Nc1ccccc1 | -4*
Cc1cc(C)n(-c2nc3ccccc3nc2N2CCN(S(=O)(=O)c3ccc(F)c(C)c3)CC2)n1 | 0.022
O=C(c1ccc(COc2ccccc2[N+](=O)[O-])o1)N1CCCCC1 | 0.67
CCOC(=O)C1=NN(c2ccc(OC)cc2)C(c2ccccc2)CC1=O (stereo not given) | -0.51
O=c1c2ccccc2nc2n1C(CSc1ccc(Cl)cc1)CN2 (stereo not given) | 0.26
COc1ccc(O)c(-c2cc(-c3cccs3)[nH]n2)c1 | -1.1
c1ccc(C2C3=C(Nc4ncnn42)c2ccccc2CCC3)cc1 (stereo not given) | 1.2
CCCCCCNC(=O)C(C#N)c1nc2ccccc2nc1N1CCCC1 (stereo not given) | -7.1*
COc1ccc2nc(-c3ccco3)c(-c3ccco3)nc2c1 | -1.9
CC(C)OCCCNc1ncnc2c1[nH]c1ccccc12 | -1.4
O=C(Nc1ccccn1)C(NS(=O)(=O)c1cccc2nsnc12)c1ccccc1 (stereo not given) | 0.25
O=C(COc1ccc(Cl)cc1)Nc1ccc(N2CCN(C(=O)c3ccco3)CC2)cc1 | 1.1
CCCOc1ccccc1-c1nc(SCCC(=O)O)n[nH]1 | 0.11
CCCn1c2c(c(O)c(C(=O)NCCCN(CC)CC)c1=O)CCCC2 | 1.1
COc1ccc(CNC(=O)COC(=O)c2ccc3c(c2)OCCO3)cc1 | -0.68
Cc1ccc2c(CC(=O)N3CCc4ccccc43)coc2c1 | -2.5
CCN(Cc1ccccc1)S(=O)(=O)c1ccc(S(=O)(=O)N(Cc2cccc(OC)c2)CC2CCCO2)cc1 (stereo not given) | -6.7*
Cn1c(SCC(=O)N2CCCc3ccccc32)nnc1-c1cccs1 | 0.77
COC(=O)C1=C(C)N=C2SCCC(=O)N2C1c1cccs1 (stereo not given) | 1.1
CC1CC(C(F)F)n2nc(C(=O)O)cc2N1 (stereo not given) | 0.097
Cc1onc(-c2ccccc2Cl)c1C(=O)Nc1ccccc1 | 0.044
O=C(c1noc2c1CCCC2)N1CCCCC1 | 0.39
Cc1cccc(N2CCN(C(=O)c3ccncc3)CC2C)c1 (stereo not given) | 1.1
C=CCNC(=O)c1onc(CSc2cccc(C)c2)c1C(=O)O | -0.019
Cc1cc(NC(=O)CSc2nc3cc4c(cc3c(=O)n2CCc2ccccc2)OCO4)no1 | -1
Cc1c(NC(=O)C2CCCN2S(=O)(=O)c2cccc3nsnc23)cccc1C(=O)O (stereo not given) | -0.17
CCOC(=O)C1=C(c2ccccc2)NC(=S)NC1c1cc([N+](=O)[O-])ccc1OC (stereo not given) | -0.5
COC(=O)c1ccccc1NC(=O)CSCC(=O)Nc1ccc(F)cc1 | -0.0045
CCc1nc2scc(-c3ccccc3)c2c(=O)n1N | 0.83
O=C(CSc1nc2ccccc2c(=O)n1Cc1ccco1)c1ccccc1 | -2.2

More records.
mol | Cav32 inh
O=C(O)CC1SC(=O)N(Cc2ccccc2)C1=O (stereo not given) | 0.45
CCSc1nc(C)c(CC)c(C)c1C(N)=O | 0.74
Oc1c(Cl)cc(Cl)c2c1NCCC2 | -0.099
COc1cc(NC(=O)Cn2nc(Cc3cccnc3)c3ccccc3c2=O)cc(OC)c1OC | 1.6
CC1(C)Cn2c(nnc2-c2ccccc2)S1 | 0.052
CCn1c(SCC(=O)Nc2nc3ccc(OC)cc3s2)nc2c1c(=O)n(C)c(=O)n2C | -0.96
O=C(CSCC(=O)N1CCOCC1)Nc1ccccc1 | -0.15
CCOC(=O)C1CCN(S(=O)(=O)c2ccc(Br)c(OCC)c2)CC1 | -1.6
Cc1ccc(Cn2cccc(NC(=O)NCc3ccccc3)c2=O)cc1 | -4.5
Cc1nnc(NC(=O)C2CCCCC2)s1 | 0.84
CCCNS(=O)(=O)c1ccc(CCC(=O)Nc2ccc3c(c2)OCO3)cc1 | -0.051
O=C(CNS(=O)(=O)c1ccccc1F)Nc1ccc(N2CCOCC2)cc1 | -0.25
NC12CC3CC(C1)CC(CO)(C3)O2 | 0.16
Cc1ccc(-c2nn(-c3ccccc3)cc2C=C2C(=O)CC(C)(C)CC2=O)cc1 | 2.2
O=c1c2cc3ccccc3n2cnn1Cc1ccccc1F | -0.25
CC(=O)CCCCn1cnc2c1c(=O)n(C)c(=O)n2C | 0.6
COC(=O)c1cccc(S(=O)(=O)N2CCN(c3nc4ccccc4s3)CC2)c1 | 0.69
CCc1ccc(C(=O)c2oc3nc(C)cc(C)c3c2N)cc1 | -1
Cc1ccc(NC(=O)CN2C(=O)NC3(CCC(C)CC3)C2=O)c(Cl)c1 (stereo not given) | -0.26
Cc1ccc(NC(=O)c2ccc(F)c(S(=O)(=O)N3CCOCC3)c2)cc1F | -0.0071
CCCCOc1ccc(C(=O)N2CC(C)OC(C)C2)cc1 (stereo not given) | 0.51
Cc1cccc(C)c1NC(=O)CSc1nnc(-c2ccoc2C)n1C | 0.13
Cc1cc(F)ccc1NCc1cccnc1 | 0.59
CCOC(=O)c1ccc(NC(=O)CCS(=O)(=O)c2ccc(Br)s2)cc1 | -0.72
Cc1cc(C)n2ncc(C(=O)NCc3ccc(Cl)cc3)c2n1 | 0.61
Cc1cc(C)c(NC(=O)CN2CCN(C)CC2)c(C)c1 | -0.2
COc1ccc2c(c1)CC/C(=C\C=C\c1ccccc1)C2=O | 0.029
CCOC(=O)N(C)c1ccc(C(O)(C(F)(F)F)C(F)(F)F)cc1 | -0.58
CC(C)(C)C1=C(C#N)C(c2cc3c(cc2Br)OCO3)C(C#N)=C(N)O1 (stereo not given) | -0.29
COc1ccc(CN(Cc2ccco2)S(=O)(=O)c2ccc(S(=O)(=O)N3CCCC3)cc2)cc1 | 0.25
Cc1ccc2c(c1)c1c3n2CCN(C(=O)C2CC2)C3CCC1 (stereo not given) | -1.4
CC(NC(=O)CNC(=O)OCc1ccccc1)C(=O)N1CC(O)CC1C(=O)OCc1ccccc1 (stereo not given) | -0.089
CC1=C[C@@H](C)[C@@H](c2ccccc2)OC1=O | 0.56
O=C(c1ccc(-c2ccccc2)cc1)c1ccccc1C(=O)N1CCOCC1 | -1.1
Cc1cccc(-c2c3c(=O)n(C)c(=O)n(C)c3cn2C(C)C)c1 | 0.71
COC(=O)C(NC(=O)c1ccc(C)cc1)(Nc1cccc(C)n1)C(F)(F)F (stereo not given) | -4.6*
COc1cccc(C2NC(c3cccc(OC)c3O)C(C)C(=O)C2C)c1O (stereo not given) | -0.29
O=C(CCNc1ccc(F)c(Cl)c1)c1ccco1 | -1.6
Cc1cccnc1NC(=O)Nc1cccs1 | -0.5
COC(=O)c1ccc(COn2c(=O)c(C)[n+]([O-])c3ccccc32)cc1 | 0.1
O=C(Nc1nnc(CCN2CCCCC2)s1)C1CCCCC1 | 0.67
O=C(NCc1ccco1)c1cc(-c2cccc(Cl)c2)on1 | -1.3
CC(C)C(=O)Nc1nnc(CCN2CCOCC2)s1 | 0.51
O=C(CSc1ncnc2c1oc1ccccc12)OCc1ccccc1 | -0.84
O=C(OCc1cccc2ccccc12)C1CC(=O)N(c2ccccc2)C1 (stereo not given) | -0.85
CCCCc1ccc(-c2ccc(Br)cc2O)nc1 | 0.87
O=C(Nc1ccccc1)c1cccc(N2CCCC2=O)c1 | 0.54
O=C(C1CCC(C(=O)N2CCCCC2)CC1)N1CCCCC1 (stereo not given) | 0.023
CCOC(=O)c1c(C)c2c(n1C)CCC/C2=N\O | -0.43
CCN1CCCC1CN(Cc1cc2cc(C)ccc2[nH]c1=O)C(=O)Nc1ccccc1OC (stereo not given) | 0.77
N#CC(C(=O)OC1CCCCC1)c1nc2ccccc2nc1N1CCOCC1 (stereo not given) | -1.2
c1ccc(Cn2c(Nn3cnnc3)nc3ccccc32)cc1 | -0.42
COc1ccc(N2CCN(c3ncnc4c3nnn4Cc3ccccc3Cl)CC2)cc1 | -1.5
CC1(C(=O)O)C=CC2(CCCCC2)N1C(=O)c1ccccc1 (stereo not given) | 1
COc1cccc(-c2nnc(SCC(=O)N3CCOCC3)o2)c1 | 0.38
C=CCNC(=O)C1CC(=O)N(c2ccc(OCC(=O)NCc3ccccc3)cc2)C1 (stereo not given) | 1.3

New compounds follow
mol | Cav32 inh
COc1cc(Nc2cc(C)nc3ncnn23)cc(OC)c1 | 1.9
COc1cccc(OC)c1C(=O)N1CCOCC1 | 0.37
COc1ccc(Cl)cc1N(C)C(=O)CCc1nc(-c2ccc(C)cc2)no1 | -5.7*
Cc1ccc(-n2nnnc2Sc2nc([N+](=O)[O-])nn2C)c(C)c1 | 0.1
Cc1ccc(O)c(NC(=S)NC(=O)c2ccc(-c3ccc(Cl)cc3)o2)c1 | -0.86
O=C(CN(CC1CCCO1)C(=O)CCC(=O)Nc1ccccn1)NCc1ccccc1 (stereo not given) | 0.98
CC(=O)N1CCc2cc(Br)cc(S(=O)(=O)NCCN3CCCCC3C)c21 (stereo not given) | 0.43
Cc1noc(C)c1S(=O)(=O)N1CCCC(C(=O)Nc2cccnc2)C1 (stereo not given) | -0.027
Cc1cccc(NC(=O)C2CCN(S(=O)(=O)c3cccc4cccnc34)CC2)c1 | -3.5
CC(C)(C)c1ccc(-c2nnc3sc(-c4ccncc4)nn23)cc1 | 0.059
CC(=O)OCC(=O)[C@H]1CC[C@H]2[C@@H]3CCC4=CC(=O)CC[C@]4(C)[C@H]3CC[C@]12C | -0.012
O=C(Nc1ccccc1C(F)(F)F)c1cc(S(=O)(=O)N2CCOCC2)ccc1F | 0.55
Cc1nc2c(C)cccn2c1/C(O)=C1\C(=O)C(=O)N(CCN2CCOCC2)C1c1cccs1 (stereo not given) | 0.12
N#C/C(=C\c1ccc(-c2ccccc2)o1)C(=O)Nn1cnnc1 | 0.5
CC(C)N=C(NC#N)SCc1ccccc1F | 0.23
COc1cc2c3c([nH]c2cc1F)C(=O)NCC3 | 0.53
C#CCNC(=O)C1=C[C@@H](c2ccc3c(c2)OCO3)[C@H](CCCO)[C@@H](OCC)O1 | 1.6
CC(=O)CSc1nc(C(F)(F)F)cc(=O)n1-c1ccccc1 | 0.59
CCc1ccc(NC(=S)N2CCN(c3cccc(C(F)(F)F)c3)CC2)cc1 | 0.62

Compound activity deposited in PubChem by Vanderbilt High Throughput Screening Facility.

These rows are one share of the data, so the mix of outcomes need not match the whole.
